MLLE-PAM2 inh = inhibitors of microRNA-mediated deadenylation, human PABP1 MLLE binding; inhibition, % at 20 µM; AID 588489; GST-MLLE / FITC-PAM2 fluorescence polarization; actives 0.36% (n = 360,000); in the data active = inhibition above about 35%, passing the limit was not always enough;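 note: plate controls were DMSO wells with GST-MLLE for no effect and wells lacking GST-MLLE protein for full effect; some results filed as inactive read as strong as hits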
Rin1 Abl inh = inhibitors of human Rin1-Abl protein interaction | TR-FRET Rin1/Abl binding, biochemical | inhibition, % at 7.35 µM | actives 0.4% (n = 360,000) | AID 588664; in the data active = inhibition above about 5%, passing the limit was not always enough
bovine MsrA act = bovine methionine sulfoxide reductase A activation. AID 602163. activation, % at 10.6 µM. purified bovine MsrA, absorbance read-out. actives 0.3% (n = 360,000); in the data active = activation above about 7.5%;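 note: 0% = vehicle and 100% = reference activator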
TbMetRS inhib = Trypanosoma brucei MetRS inhibition. purified T. brucei MetRS, ATP depletion, Kinase-Glo luminescence. inhibition, % at 11.9 µM. actives 0.4% (n = 360,000). AID 624268;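 active = inhibition above a per-plate cutoff of the control wells' mean inhibition plus 3 SD, cut at about 5.5% in these data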;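 note: 0% = DMSO wells median and 100% = median of wells with control inhibitor compound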
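Material – parasite MetRS enzyme · Medium – HEPES-MgCl2-KCl buffer plus DTT, spermine, BSA, pyrophosphatase · Reagent – ATP, methionine and E. coli bulk tRNA substrates · Times – 15 min enzyme-compound preincubation, 2 h reaction, 10 min detection, 25 °C · Measured by – luminescence of leftover ATP · Evaluation – percent inhibition relative to median high and low control wells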
eLon inh = inhibits E. coli Lon protease. purified E. coli Lon protease, fluorescence polarization. actives 0.42% (n = 360,000). inhibition, % at 7.94 µM. P0A9M0; in the data active = inhibition above about 13%, passing the limit was not always enough;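 note: 0% = enzyme with probe and DMSO and 100% = no enzyme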
FAS-TE inh = FAS thioesterase (human) inhibition | P49327 | recombinant FAS-TE, OMFH fluorogenic substrate, fluorescence endpoint | inhibition, % at 15 µM | actives 0.67% (n = 360,000) | AID 602261;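 active = compounds whose normalised, plate-corrected inhibition of enzyme fluorescence in the single-dose primary screen is 50% or more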;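 note: 0% = DMSO with enzyme and 100% = substrate without enzyme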
Target sequence (P49327 whole entry, looked up): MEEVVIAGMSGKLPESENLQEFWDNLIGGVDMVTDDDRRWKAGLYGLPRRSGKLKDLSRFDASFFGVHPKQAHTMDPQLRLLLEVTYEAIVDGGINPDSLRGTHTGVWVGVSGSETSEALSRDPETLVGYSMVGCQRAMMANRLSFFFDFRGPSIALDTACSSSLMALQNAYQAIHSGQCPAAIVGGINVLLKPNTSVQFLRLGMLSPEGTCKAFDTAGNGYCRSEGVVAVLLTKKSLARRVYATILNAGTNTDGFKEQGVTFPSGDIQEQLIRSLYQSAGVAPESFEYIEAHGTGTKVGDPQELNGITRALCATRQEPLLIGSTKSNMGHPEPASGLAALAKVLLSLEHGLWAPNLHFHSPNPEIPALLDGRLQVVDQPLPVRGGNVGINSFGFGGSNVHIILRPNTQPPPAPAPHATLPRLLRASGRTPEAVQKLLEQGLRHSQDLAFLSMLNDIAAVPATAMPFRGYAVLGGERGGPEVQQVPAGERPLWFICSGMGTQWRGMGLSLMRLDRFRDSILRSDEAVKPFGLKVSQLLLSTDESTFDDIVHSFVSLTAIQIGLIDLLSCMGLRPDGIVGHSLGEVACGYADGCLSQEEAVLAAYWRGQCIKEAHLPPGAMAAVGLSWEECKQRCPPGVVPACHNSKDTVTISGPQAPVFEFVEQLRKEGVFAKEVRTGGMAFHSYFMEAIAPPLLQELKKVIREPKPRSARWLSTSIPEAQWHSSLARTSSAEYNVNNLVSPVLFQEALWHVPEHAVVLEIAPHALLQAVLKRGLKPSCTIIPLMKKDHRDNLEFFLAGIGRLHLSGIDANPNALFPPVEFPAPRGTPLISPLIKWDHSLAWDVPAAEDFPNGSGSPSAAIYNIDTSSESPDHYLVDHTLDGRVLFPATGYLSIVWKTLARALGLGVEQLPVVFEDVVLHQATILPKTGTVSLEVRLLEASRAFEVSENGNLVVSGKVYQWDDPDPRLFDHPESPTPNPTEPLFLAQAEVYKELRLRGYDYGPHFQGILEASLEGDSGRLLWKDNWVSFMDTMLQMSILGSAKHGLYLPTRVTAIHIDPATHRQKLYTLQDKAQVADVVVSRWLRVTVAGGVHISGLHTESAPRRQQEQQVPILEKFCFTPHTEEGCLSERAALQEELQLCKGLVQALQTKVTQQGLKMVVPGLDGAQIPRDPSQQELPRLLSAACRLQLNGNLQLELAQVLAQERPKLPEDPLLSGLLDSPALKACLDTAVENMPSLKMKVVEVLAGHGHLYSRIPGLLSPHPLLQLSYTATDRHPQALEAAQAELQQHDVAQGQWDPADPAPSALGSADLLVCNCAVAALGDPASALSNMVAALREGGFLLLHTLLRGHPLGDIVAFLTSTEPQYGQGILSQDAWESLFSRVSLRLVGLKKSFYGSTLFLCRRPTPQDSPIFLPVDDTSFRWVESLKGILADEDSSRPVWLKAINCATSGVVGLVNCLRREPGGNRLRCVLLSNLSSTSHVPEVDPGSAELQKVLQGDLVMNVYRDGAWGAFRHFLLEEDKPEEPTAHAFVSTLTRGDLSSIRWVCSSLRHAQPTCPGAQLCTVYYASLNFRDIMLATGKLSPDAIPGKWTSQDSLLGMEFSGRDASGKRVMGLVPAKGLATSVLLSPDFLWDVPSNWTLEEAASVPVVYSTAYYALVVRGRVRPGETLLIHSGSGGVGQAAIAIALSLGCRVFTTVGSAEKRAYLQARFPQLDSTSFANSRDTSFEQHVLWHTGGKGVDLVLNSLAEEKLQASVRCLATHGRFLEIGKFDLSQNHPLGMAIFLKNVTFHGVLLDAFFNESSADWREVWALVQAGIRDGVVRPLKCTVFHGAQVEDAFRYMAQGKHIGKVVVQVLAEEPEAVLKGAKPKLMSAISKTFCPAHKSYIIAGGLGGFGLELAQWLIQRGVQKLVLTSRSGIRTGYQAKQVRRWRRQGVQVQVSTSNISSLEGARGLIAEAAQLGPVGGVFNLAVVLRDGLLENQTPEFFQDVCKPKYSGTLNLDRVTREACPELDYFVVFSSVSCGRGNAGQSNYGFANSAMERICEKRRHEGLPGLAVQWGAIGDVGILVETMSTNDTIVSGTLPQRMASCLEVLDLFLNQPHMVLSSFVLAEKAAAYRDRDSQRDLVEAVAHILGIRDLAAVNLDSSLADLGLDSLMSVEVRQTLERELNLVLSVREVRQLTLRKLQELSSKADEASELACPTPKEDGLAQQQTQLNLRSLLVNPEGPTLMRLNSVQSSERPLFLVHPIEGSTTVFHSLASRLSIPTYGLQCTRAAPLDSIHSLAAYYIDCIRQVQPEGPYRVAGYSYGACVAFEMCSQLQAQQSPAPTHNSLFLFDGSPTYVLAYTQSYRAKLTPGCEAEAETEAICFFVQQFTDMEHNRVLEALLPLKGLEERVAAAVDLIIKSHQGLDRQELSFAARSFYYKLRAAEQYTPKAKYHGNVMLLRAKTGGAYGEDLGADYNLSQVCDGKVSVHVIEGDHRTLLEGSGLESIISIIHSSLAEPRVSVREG
Neddylation inh = inhibitors of human cullin neddylation; P61081+Q13564; TR-FRET cullin neddylation, biochemical; calls only at 25 µM; actives 0.58% (n = 360,000); AID 651699; in the data active = inhibition above about 36%
CSN inh = CSN deneddylation inhibition; inhibition, % at 12.5 µM; Purified CSN, SCF-Nedd8-OG deneddylation, fluorescence polarization; actives 0.38% (n = 360,000); AID 651999;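 active = pattern-corrected inhibition above about 35%, with an unprinted fluorescence ratio check between 0.5 and 1.5, limit read from the data, passing the limit was not always enough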;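 note: 0% = enzyme with substrate and 100% = substrate without enzyme; some results filed as inactive read as strong as hits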
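Test system: purified human Csn5 enzyme expressed in HEK293T cells. Amount: 0.24 nM enzyme. Reagent: SCFSkp2-Nedd8OG substrate at 10 nM final. Schedule: 90 min incubation of compound, enzyme and substrate at room temperature. Detection: fluorescence polarization. Read-out: % inhibition of substrate cleavage by Csn5.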
MsrA inhibitor = inhibits bovine methionine sulfoxide reductase A; purified bovine MsrA, absorbance read-out; inhibition, % at 15.5 µM; AID 651718; actives 0.75% (n = 360,000); in the data active = inhibition above about 4.5%;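 note: 0% = vehicle wells with enzyme and 100% = reference inhibitor wells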
An asterisk follows results filed as active; i = inactive; · = not tested or not shown.

#1 O=C(Nc1cccc(NC(=O)c2cccs2)c1)c1ccco1
#2 Cc1cccc(CN(C)C[C@@H]2OCc3cnnn3CCCC(=O)N([C@@H](C)CO)C[C@H]2C)c1
#3 O=C(O)CCn1c(=S)oc2ccccc21
#4 CCN1CCN(CCc2nc3cc(NC(=O)COc4ccc(Cl)cc4)ccc3n2C)CC1
#5 Cc1cccc(C)c1NC(=O)CCc1nnc2ccc(N3CCCC3)nn12
#6 COc1cc2c(cc1OC)C(CC(=O)O)N(C(=O)CC1CCCC1)CC2 (stereo not drawn)
#7 Cc1ccccc1-c1nc(CS(=O)(=O)CC(=O)N(C)C2CCCCC2)c(C)o1
#8 O=C(O)c1ccccc1C(=O)NNc1ccc(F)cc1
#9 Cn1cccc1Cc1nnc(SCC(=O)Nc2ccc(F)cc2)n1-c1ccc(F)cc1
#10 CCCC(=O)N1CCCC1(C)C(=O)Nc1ccc(C)c(C)c1 (stereo not drawn)

assay / entry	1	2	3	4	5	6	7	8	9	10
MLLE-PAM2 inh	15	2	-12	8	-5	-4	-1	15	0	-1
Rin1 Abl inh	1	-2	0	3	1	2	1	-1	4	-1
bovine MsrA act	-2	-4	-2	1	-3	-3	0	3	-5	-2
TbMetRS inhib	-0.2	-0.1	-0.1	2.9	0.3	-0.4	-0.1	-0.1	-0.1	0.2
eLon inh	-2	-6	-2	-3	-8	6	4	-1	9	-2
FAS-TE inh	-3	-11	-9	0	-2	-5	5	0	1	-4
Neddylation inh	i	i	i	i	i	i	i	i	i	i
CSN inh	-1	4	2	6	0	4	-4	1	1	4
MsrA inhibitor	0.1	0.8	-0.5	1.6	0.4	0.5	-0.6	1.2	-0.1	-1.3

#11 Cc1ccccc1C(C(=O)NC1CCCCC1)N(C(=O)CNC(=O)c1ccco1)c1cccnc1 (stereo not drawn)
#12 Cn1c(CNC(=O)c2cccs2)n[nH]c1=S
#13 O=C1CCCc2c1sc1nc3n(c(=O)c21)CCCCC3
#14 O=C(COc1ccc2ccc(=O)oc2c1)N1CCN(C(=O)C2COc3ccccc3O2)CC1 (stereo not drawn)
#15 CN(C)CCn1c(NC(=O)c2ccc(Cl)cc2)nc2ccccc21
#16 CCCCn1c(SCC(=O)Nc2cc(NC(=O)c3ccco3)ccc2C)nc2ccccc2c1=O
#17 CNC(=S)NNC(=O)c1ccc(=O)n(Cc2ccc(Cl)cc2Cl)c1
#18 Cc1cc(OCC(O)CN2C(C)CCCC2C)ccc1C(C)C (stereo not drawn)
#19 CCCCCc1nnc(NC(=O)Cc2cccs2)s1
#20 Cc1n[nH]c(=O)n(N=Cc2c[nH]c3ccccc23)c1=O

assay / entry	11	12	13	14	15	16	17	18	19	20
MLLE-PAM2 inh	-10	-21	4	10	-14	11	-11	14	-5	-4
Rin1 Abl inh	3	3	4	2	-1	-9	3	4	-1	2
bovine MsrA act	0	1	-6	-4	-1	-12	-4	-3	-1	-2
TbMetRS inhib	0.1	-0.1	0.0	0.0	0.1	-1.3	7.8*	-0.9	-0.2	-0.2
eLon inh	-13	-1	-4	-3	4	-8	-2	-12	-7	-1
FAS-TE inh	-3	-9	-2	0	-6	14	0	-5	-7	-4
Neddylation inh	i	i	i	i	i	i	i	i	i	i
CSN inh	1	5	-3	-2	-2	10	-2	0	6	3
MsrA inhibitor	-0.9	-1.0	4.3	1.1	1.1	0.4	0.3	-0.5	0.2	0.5

#21 COc1ccc(-c2csc(NC(=O)CS(=O)(=O)c3ccc(F)cc3)n2)cc1OC
#22 O=C(CC(c1ccccc1)c1ccco1)Nc1nccs1 (stereo not drawn)
#23 O=C1CCN(CCc2ccccc2)CCN1CCSc1ccc(Br)cc1
#24 Cc1csc(NC(=O)c2ccc3nc[nH]c3c2)n1
#25 O=C(NC1CCCC1)C(c1cccnc1)N(C(=O)c1csnn1)c1ccccc1Cl (stereo not drawn)
#26 CCCCN1CC(=O)N2[C@H]3c4cc(Br)ccc4OC[C@@H]3[C@H](C(=O)OCC)[C@]2(C)C1=O
#27 CCn1c(SCc2ccc(OC)cc2)nnc1-c1ccncc1
#28 Fc1cccc2sc(N3CCOCC3)nc12
#29 O=C(CNCC1CCCO1)Nc1ccc(N2CCCCCC2)cc1 (stereo not drawn)
#30 O=C(NCC1CCCO1)c1ccc([N+](=O)[O-])s1 (stereo not drawn)

assay / entry	21	22	23	24	25	26	27	28	29	30
MLLE-PAM2 inh	-14	14	-4	9	1	-4	-2	1	0	-5
Rin1 Abl inh	1	-1	0	-1	0	-2	1	-1	-1	-1
bovine MsrA act	-4	-2	0	-2	0	-1	-2	-2	-2	0
TbMetRS inhib	-0.3	0.0	-0.3	0.5	1.6	-0.2	-0.7	-0.4	-0.1	-0.8
eLon inh	-8	-7	-3	1	-10	-11	-1	3	0	6
FAS-TE inh	1	-6	22	-5	-5	3	-5	-7	-2	-4
Neddylation inh	i	i	i	i	i	i	i	i	i	i
CSN inh	4	1	-1	-1	-1	-3	2	2	-1	2
MsrA inhibitor	-1.1	0.7	0.0	1.8	0.5	-0.2	-0.7	-0.7	0.3	0.8

#31 Cc1ccc(C(=O)CCNc2ccc(Br)cc2)o1
#32 CCCC(=O)N1CCCC(c2cc(C(=O)NCc3cccnc3)no2)C1 (stereo not drawn)
#33 O=C(NC(=S)NCc1cccnc1)c1cccc2ccccc12
#34 CCn1c(SCC(=O)N/N=C/C(C)=C/c2ccco2)nnc1-c1ccccc1
#35 CSc1nc2ncc3c(n2n1)CC1c2ccccc2CCN1C3=O (stereo not drawn)
#36 O=[N+]([O-])c1ccccc1C(O)Cc1ccccn1 (stereo not drawn)
#37 CCC(=O)c1cn(CC(=O)Nc2ccccc2F)c2ccccc12
#38 C=CCSc1nnc(Cn2c(=O)sc3ccccc32)n1C
#39 COc1ccc(C(C)(C)C)cc1S(=O)(=O)n1ccnc1C
#40 Cn1c(SCC(=O)Nc2nccs2)nnc1-c1ccccn1

assay / entry	31	32	33	34	35	36	37	38	39	40
MLLE-PAM2 inh	-7	-2	6	-7	11	-5	2	7	12	-13
Rin1 Abl inh	0	-3	-1	1	-3	0	2	1	1	2
bovine MsrA act	-4	0	-5	-4	1	-5	-1	-1	-1	-2
TbMetRS inhib	0.1	-0.3	-0.8	-0.6	0.3	-0.2	-0.9	-0.7	0.0	-0.6
eLon inh	-2	-8	3	-5	6	2	-3	-4	-2	-5
FAS-TE inh	9	-2	1	-6	2	-5	0	-5	1	-4
Neddylation inh	i	i	i	i	·	i	i	i	i	i
CSN inh	0	2	4	10	-1	-6	-2	8	-8	-1
MsrA inhibitor	-0.9	0.3	1.4	3.2	0.2	0.4	-0.8	-0.7	1.1	1.6

Compound profiles, from the list above. Order of screens: MLLE-PAM2 inh	Rin1 Abl inh	bovine MsrA act	TbMetRS inhib	eLon inh	FAS-TE inh	Neddylation inh	CSN inh	MsrA inhibitor
`CCC(=O)c1cn(CC(=O)Nc2ccccc2F)c2ccccc12` is listed with 2	2	-1	-0.9	-3	0	i	-2	-0.8
`CCCC(=O)N1CCCC(c2cc(C(=O)NCc3cccnc3)no2)C1` (stereo not drawn) is listed with -2	-3	0	-0.3	-8	-2	i	2	0.3
`Cn1c(SCC(=O)Nc2nccs2)nnc1-c1ccccn1` is listed with -13	2	-2	-0.6	-5	-4	i	-1	1.6
`CSc1nc2ncc3c(n2n1)CC1c2ccccc2CCN1C3=O` (stereo not drawn) is listed with 11	-3	1	0.3	6	2	·	-1	0.2

TbMetRS inhib, entries above that show a hit
#	Molecule	MLLE-PAM2 inh	Rin1 Abl inh	bovine MsrA act	TbMetRS inhib	eLon inh	Neddylation inh	CSN inh	MsrA inhibitor
17	CNC(=S)NNC(=O)c1ccc(=O)n(Cc2ccc(Cl)cc2Cl)c1	-11	3	-4	7.8*	-2	i	-2	0.3

Other records follow:
#41 O=C(CN1C(=O)NC2(CCCc3ccccc32)C1=O)c1ccccc1F (stereo not drawn)
#42 COc1ccc2[nH]c(=O)c(CNc3ccc(C)c(C)c3)cc2c1
#43 CC(C)(C)NC(=O)/C(=C\C=C\c1ccccc1)NC(=O)c1ccc([N+](=O)[O-])cc1
#44 CC(=O)N(CC(=O)Nc1sc(C)c(C)c1C(N)=O)Cc1ccccc1
#45 OCC1(C2=NOC(O)(C(F)(F)F)C2)CCCCC1 (stereo not drawn)
#46 Cn1c(N)c(C(=O)COC(=O)CNC(=O)c2ccc(Cl)cc2Cl)c(=O)n(C)c1=O
#47 C[C@@H]1CN([C@@H](C)CO)C(=O)c2cccc(NS(C)(=O)=O)c2O[C@H]1CN(C)Cc1ccc(Oc2ccccc2)cc1
#48 COCCn1c(-c2ccccc2)cnc1N
#49 O=C(CCNC(=O)C1CCN(S(=O)(=O)c2ccc(F)cc2)CC1)NCc1cccnc1
#50 CCn1ncc(C2=NOC(C(=O)N3CCC(C(N)=O)CC3)C2)c1C (stereo not drawn)

assay / entry	41	42	43	44	45	46	47	48	49	50
MLLE-PAM2 inh	-3	11	-3	2	1	-5	0	-15	13	-1
Rin1 Abl inh	1	0	-4	1	-1	2	4	6	2	1
bovine MsrA act	-3	-1	-5	-1	-4	-1	-1	-11	-1	-3
TbMetRS inhib	-0.2	-0.1	0.4	0.6	0.0	-0.1	-0.2	-1.3	-0.2	-0.3
eLon inh	3	5	1	-7	-9	-4	7	-7	5	-5
FAS-TE inh	5	-6	78*	-2	-7	-1	-5	-8	-1	-10
Neddylation inh	i	i	i	i	i	i	i	i	i	i
CSN inh	2	2	-2	-5	0	-1	-3	1	4	-1
MsrA inhibitor	0.7	1.0	2.2	2.8	0.3	0.2	-0.3	0.1	0.8	-1.4

Looked up by compound from above, two records:
#42 COc1ccc2[nH]c(=O)c(CNc3ccc(C)c(C)c3)cc2c1
#46 Cn1c(N)c(C(=O)COC(=O)CNC(=O)c2ccc(Cl)cc2Cl)c(=O)n(C)c1=O

assay / entry	42	46
MLLE-PAM2 inh	11	-5
Rin1 Abl inh	0	2
bovine MsrA act	-1	-1
TbMetRS inhib	-0.1	-0.1
eLon inh	5	-4
FAS-TE inh	-6	-1
Neddylation inh	i	i
CSN inh	2	-1
MsrA inhibitor	1.0	0.2

Next structures follow:
#51 O=C(COC(=O)C1(c2ccc(F)cc2)CCCC1)NC1CC1
#52 O=CNc1cc(-c2ccccc2)cn2c(-c3ccc(F)c(Cl)c3)cnc12
#53 Cc1ccc(Cn2c(=N)c(C(=O)NCC3CCCO3)cc3c(=O)n4ccccc4nc32)cc1 (stereo not drawn)
#54 CC(=NC1CC1)C1=C(O)c2ccccc2C1=O
#55 O=C1NC(=O)C(CC(=O)N(c2ccccc2)C2(C(=O)NC3CCCC3)CCCCC2)N1 (stereo not drawn)
#56 CSCCC(NS(=O)(=O)c1ccccc1F)C(=O)NCc1ccncc1 (stereo not drawn)
#57 O=C(CN1CCN(S(=O)(=O)c2ccc(Br)cc2)CC1)N/N=C/c1ccncc1
#58 CCOC(=O)Nc1sc(=S)n(C)c1C
#59 COc1ccc(NC(=O)COC(=O)c2cc(=O)c3ccccc3o2)cc1OC

assay / entry	51	52	53	54	55	56	57	58	59
MLLE-PAM2 inh	5	-44	-12	2	0	-5	0	-19	0
Rin1 Abl inh	-1	-1	-3	-3	1	-3	0	-2	-2
bovine MsrA act	-14	-1	-3	-5	-6	-2	-2	-3	-3
TbMetRS inhib	-1.7	-0.1	-0.2	-0.7	-1.3	-0.3	-0.3	-0.7	-0.2
eLon inh	-10	-37	-6	-5	-5	9	-6	-1	7
FAS-TE inh	-7	14	2	-4	-7	-5	-2	-8	-6
Neddylation inh	i	i	·	i	i	i	i	i	i
CSN inh	0	10	7	5	0	-3	-1	4	-2
MsrA inhibitor	-0.3	1.2	-0.4	3.2	·	-1.1	0.1	2.2	-0.7
